HepG2 tox: kills HepG2 cells in TGF-b inhibitor counter-screen; HepG2 CAGA-GFP viability, ATP luminescence, 18 h; Potency, µM (highest dose often 46.1 µM), inactives show top-dose activity change, negative = cytotoxicity, hits mostly cytotoxic; hit rate 0.76% among 410,000; AID 588856; also: potency is read from the fitted curve at half-maximal effect; some results filed as inactive show a strong effect at the top dose
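CellTiter-Glo luminescence gave cytotoxicity after 18 hours at 37 degrees C. The cells were HepG2 CAGA-GFP in 1% FBS DMEM, stimulated with 500 pg/mL TGF-beta after compound addition. %Activity was normalised to no-cell wells (complete cell-killing) and DMSO (no toxicity), and curves were fitted and classified.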
HT1080 IDH1KD tx: toxicity to HT-1080 IDH1 knockdown cells (counter line); Potency, µM (highest dose often 46.1 µM), without a hit: at the top dose activity, negative = toxicity, usual class: cytotoxic; HT-1080 IDH1 knockdown viability, ATP luminescence, 48 h; hit rate 2% among 360,000;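 also: potency is read from the fitted curve at half-maximal effect; 0% = DMSO wells and -100% = cell-free medium wells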
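CellTiter-Glo luminescence after 48 h compound exposure at 37 degrees C of IDH1-knockdown HT-1080 cells in 5% FBS RPMI. %Activity scaled between DMSO wells and cell-free media wells, with curves fitted and assigned curve classes.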
MCF10A rereplic: DNA re-replication induction in MCF 10a cells | MCF 10A DNA re-replication, Hoechst nuclear intensity, 48 h | hit rate 2.9% among 350,000 | Potency, µM (series often up to 46.1 µM), for inactives: at the highest dose activity, positive = re-replication, usual class: activators; also: potency is read from the fitted curve at half-maximal effect; % of control where 0% means no effect; nearly all actives have a fitted effect of over 50% in size
ATXN2 expr inh: inhibitors of ATXN2 expression; Potency, µM (highest dose often 57 µM), inactives show top-dose activity change, negative = inhibition, usual class: inhibitors; HEK-293 ATXN2-luciferase reporter, luminescence, 24 h; AID 1745845; hit rate 0.72% among 360,000; also: potency is read from the fitted curve at half-maximal effect; % is scaled to controls: 0 for no effect and ±100 for the full control effect; nearly all actives have a fitted effect of over 55% in size
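qHTS (up to 57 uM final) was run with 24 h compound exposure of reporter cells at 37 °C. Each well was multiplexed: SteadyGlo luminescence measured ATXN2-luciferase expression after a fluorogenic Gly-Phe-AFC viability readout (25 uM final).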
HT1080-NT tox: kills 2HG-producing HT-1080-NT fibrosarcoma cells. Potency, µM (doses to about 46.1 µM), for inactives: top-dose activity, negative = less viability, actives largely listed as cytotoxic. hit rate 1.6% among 360,000. HT-1080-NT fibrosarcoma viability, CellTiter-Glo ATP luminescence, 48 h;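 also: NT is the 2HG producing partner of a matched IDH1 knockdown line; potency is read from the fitted curve at half-maximal effect; 0% = DMSO-treated cells and -100% = media-only wells without cells; nearly all actives have a fitted effect of over 55% in size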
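Fibrosarcoma NT cells, 750 per well in 5% FBS RPMI, were exposed to compound for 48 hours. Viability: CellTiter-Glo luminescence.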
IL-1B inflam inh: blocks inflammasome-driven IL-1 beta release; THP-1 LPS/ATP IL-1B secretion, AlphaLISA, 16 h; hits give low values; activity change, % at 57.5 µM; hit rate 4.7% among 360,000; AID 743279; in the data active = activity change below about -50%; inconclusive = mostly about -30% to -49%; also: % is scaled to controls: 0 for no effect and ±100 for the full control effect
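Secreted IL-1B measured by AlphaLISA bead assay after 16 h compound exposure of THP-1 cells; compounds (final up to 57.5 uM) added 1 h before LPS (250 ng/mL) and ATP (1.25 mM) stimulation; lower signal means less secretion.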
S2 tox: reduces viability in counter-screen for ATXN expression inhibitors. S2 cells (HEK-293 line with an ATXN2-luciferase reporter) viability, CellTiter-Fluor protease fluorescence, 24 h. Potency, µM (doses to about 56.7 µM), hits mostly cytotoxic. hit rate 0.49% among 400,000; also: potency is read from the fitted curve at half-maximal effect; nearly all actives have a fitted effect of over 40% in size
SW480 rereplic: induces DNA re-replication in SW480 colon adenocarcinoma cells | SW480 DNA re-replication, Hoechst DNA content imaging, 48 h | Potency, µM (titrated, usually from 46.1 µM), for the others: top-dose re-replication activation, actives largely listed as activators | hit rate 1.8% among 340,000 | AID 624297; also: potency is read from the fitted curve at half-maximal effect; % of control where 0% means no effect; nearly all actives have a fitted effect of over 55% in size
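Hoechst fluorescence of nuclei (405 nm excitation, 500-530 nm emission) measured by plate-scanning imager after 48 hr compound exposure at 37 C; re-replication scored as increased number of nuclei with elevated intensity.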
KB-3-1 cytotox: KB-3-1 parental cell cytotoxicity. KB-3-1 viability, CellTiter-Glo ATP luminescence, 72 h. Potency, µM (doses to about 46.1 µM), for inactives: at the highest dose activity change, negative = cytotoxic, most hits filed as cytotoxic. hit rate 1.4% among 400,000. AID 1347075; also: potency is read from the fitted curve at half-maximal effect; % is scaled to controls: 0 for no effect and ±100 for the full control effect; nearly all actives have a fitted effect of over 60% in size
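Parental KB-3-1 viability, qHTS format: 72 h compound exposure, 37 °C; CellTiter-Glo; media-only wells and DMSO plates as controls; concentration-effect fits on corrected data.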
Numbers without * were called inactive; i = inactive; ? = inconclusive; / = not tested or not shown; [ ] = another dose, or the depositor's remark. Unless noted, calls follow the shape of the dose curve; as a rule, active = well fitted curve in the direction sought with a large enough effect; inconclusive = small, poorly fitted or top-dose-only effect, or another doubt; inactive = no such curve, though single readings can be large; an effect the other way counts as inactive or inconclusive.

SMILES	HepG2 tox	HT1080 IDH1KD tx	MCF10A rereplic	ATXN2 expr inh	HT1080-NT tox	IL-1B inflam inh	S2 tox	SW480 rereplic	KB-3-1 cytotox
CCCS(=O)(=O)N1CCCC(C(=O)Oc2ccc(OC)cc2)C1 (configuration not stated)	-1%	-3%	?	-27%	-5%	22	i	1%	3%
COc1ccc([C@@H]2[C@@H]3C(=O)N(C(C)(C)C)C(=O)[C@@H]3[C@]3(C)C(=O)N(c4cccc(C)c4)C(=O)N23)cc1	7%	15%	8%	-3%	11%	-2	i	-1%	1%
CC(=O)c1ccc(NC(=O)Cn2nc(C)c([N+](=O)[O-])c2C)cc1	3%	0%	-3%	24%	15%	25	i	-4%	4%
O=S(c1ccsc1)c1ccsc1	-15%	3%	-5%	-1%	13%	1	i	-8%	13%
Cc1oc(-c2ccc(Cl)cc2)cc1C(=O)N1CCC1(C)C(=O)O (configuration not stated)	-12%	0%	/	30%	7%	-5	i	/	0%
CC1CC1C(=O)N1CCN(S(=O)(=O)c2cccc(F)c2)CC1 (configuration not stated)	1%	2%	-3%	9%	2%	10	i	-5%	0%
COC(=O)c1csc2c(C(F)(F)F)cc(N3CCN(C(=O)Nc4ccccc4)CC3)nc12	-21%	1%	?	-9%	3%	-11	i	-16%	-3%
Cc1ccc2c(c1)c1ncnc(N3CCc4ccccc4C3)c1n2C	-16%	-25%	?	-7%	-25%	-20	i	7%	-3%
O=C1NC[C@H](c2ccccc2)OC(=O)[C@@H](Cc2ccc(F)cc2)C/C=C\C[C@H]1CC(=O)N(CCO)Cc1ccccc1	-116%	?	573%	-20%	?	0	?	?	-18%
CC(C)(C)NC(=O)c1c(F)c(F)c(F)c(F)c1F	6%	9%	2%	-4%	12%	3	i	2%	4%
Cn1cc(CNC(=O)c2cc(-c3ccc(Br)cc3)nc3ccccc23)cn1	10%	15%	-3%	15%	-5%	-6	i	-8%	-8%
O=S(=O)(NCC(c1ccco1)N1CCN(c2ccccc2F)CC1)c1ccccc1 (configuration not stated)	-13%	2%	16%	-11%	-2%	-2	i	18%	1%
O=C(Nc1cc(S(=O)(=O)N2CCOCC2)ccc1O)c1ccco1	-8%	-1%	3%	-20%	-3%	28	i	-1%	3%
O=C(Nc1nc(N2C(=O)c3ccccc3C2=O)n(-c2ccccc2)n1)c1ccc(F)cc1	-3%	14%	-1%	10%	9%	-1	i	-9%	-4%
O=C(NC(=S)Nc1nc(-c2ccccc2)cs1)c1cncc(Br)c1	-4%	-7%	23%	6%	?	11	i	3%	-7%
CC(C)(C)OC(=O)N1CCC(C(=O)Nc2ccc(C(=O)NCc3ccccc3)cc2)CC1	7%	-7%	?	-12%	-6%	14	i	3%	0%
Cc1ccc(-n2nnc(C(=O)Nc3cc(F)ccc3F)c2C)cc1F	7%	/	/	53%[activator]	/	/	i	/	7%
C[C@H](NC(=O)[C@@H]1CSC2c3ccccc3C(=O)N21)C(=O)NCc1c(F)cccc1Cl (some centres not stated)	10%	0%	7%	/	-3%	-3	i	-3%	-10%
Cc1ccc(S(=O)(=O)N2CCC(C(=O)OCC(=O)N3CCC(C)CC3)CC2)cc1C	-3%	7%	0%	1%	6%	18	i	-7%	6%
CC(=O)NC(CC(=O)Nc1ccc(S(=O)(=O)N2CCCCC2)cc1)c1ccccc1 (configuration not stated)	3%	-5%	-2%	/	-4%	21	/	1%	4%
CC(C)Sc1ccc(C(=O)Nc2ccc(F)cc2F)cn1	-15%	-26%	0%	22%	-6%	-6	i	-1%	-19%
COc1ccc(N2CCN(C(=O)c3ccc(F)cc3)CC2)c([N+](=O)[O-])c1	-2%	8%	-27%	0%	4%	-21	i	-99%[inhibitor]	5%
O=C(Cc1noc2ccccc12)Nc1ccc(Cl)cc1	-16%	15%	-9%	9%	5%	-26	i	-4%	1%
O=C(CS(=O)(=O)c1ccccc1)c1cc2cc(F)ccc2oc1=O	-59%	-2%	-3%	/	-2%	0	i	-13%	0%
COc1cccc(OCC(O)CN2CCN(c3ccc(F)cc3)CC2)c1 (configuration not stated)	-9%	3%	14%	-12%	-14%	-6	i	-3%	-2%
COc1cccc(NC(=O)Nn2cnnc2)c1	-3%	-2%	-5%	3%	-1%	19	i	-7%	-1%
CCOC(=O)c1ccc(NC(=O)NS(=O)(=O)c2ccc(C)cc2)cc1	-6%	-26%	-4%	-2%	-4%	26	i	-5%	16%
COc1ccc(C(=O)NCCCn2ccnc2)cc1	-19%	2%	7%	5%	8%	0	i	2%	2%
Cc1nc2sccn2c(=O)c1Br	9%	21%	0%	4%	18%	14	i	-6%	16%
CCCCCCC(=O)Nc1c(O)c2ccccc2[nH]c1=O	-4%	25%	-3%	-14%	27%	-4	i	-12%	-8%

Some of the entries so far, with two lines to a compound.
Fields – HepG2 tox	HT1080 IDH1KD tx	MCF10A rereplic	ATXN2 expr inh	HT1080-NT tox	IL-1B inflam inh	S2 tox	SW480 rereplic	KB-3-1 cytotox
> CCOC(=O)c1ccc(NC(=O)NS(=O)(=O)c2ccc(C)cc2)cc1
  -6%	-26%	-4%	-2%	-4%	26	i	-5%	16%
> COc1ccc(C(=O)NCCCn2ccnc2)cc1
  -19%	2%	7%	5%	8%	0	i	2%	2%
> Cc1nc2sccn2c(=O)c1Br
  9%	21%	0%	4%	18%	14	i	-6%	16%

Following part:
SMILES	HepG2 tox	HT1080 IDH1KD tx	MCF10A rereplic	ATXN2 expr inh	HT1080-NT tox	IL-1B inflam inh	S2 tox	SW480 rereplic	KB-3-1 cytotox
CC(Oc1ccc(Cl)cc1Cl)C(=O)Nc1ccncc1 (configuration not stated)	-38%	?	?	-17%	?	-16	i	-8%[9.22 µM]	-25%
CCc1nc(SCc2cccnc2)c2c(=O)n(C)c(=O)n(C)c2n1	-10%	-2%	-1%	5%	-1%	18	i	-6%	13%
CC(C)[C@H](NC(=O)NCCC1=CCCCC1)C(=O)O	0%	1%	2%	-1%	8%	-19	i	-5%	-5%
CC1CNC(=S)N(c2ccc(F)cc2)C1=O (configuration not stated)	-9%	14%	-1%	6%	-9%	-6	i	-4%	-12%
Cc1cc(C)c(NC(=S)N2CCCC2C(=O)O)c(C)c1 (configuration not stated)	1%	3%	1%	2%	6%	4	i	-5%	10%
O=C(NCc1ccccc1F)c1ccc2c(c1)OCCO2	-2%	3%	1%	23%	-8%	2	i	-7%	1%
CCOc1ccc(CN2CCNC(=O)C2CC(=O)NCc2cc(C)n(C)n2)cc1 (configuration not stated)	13%	0%	2%	-5%	1%	14	i	-4%	/
COc1cc(OC)c(NC(=O)CCCn2c(=O)oc3ccccc32)cc1Cl	-39%	-6%	-7%	-13%	-5%	-3	i	-1%	3%
Cc1ccc(S(=O)(=O)/N=C2/C=C(Sc3ncn[nH]3)C(=O)c3ccccc32)cc1	2µM*	3.7µM*	11%	?	18µM*	-105*	?	8.2µM*	4%
O=C(COc1ccc(S(=O)(=O)N2CCOCC2)cc1Cl)N1CCOCC1	-12%	6%	-29%	-7%	3%	2	i	?	5%
O=S(=O)(/N=C(/Nc1ccc(F)cc1F)c1ccc(Cl)cc1)c1ccccc1	-14%	-5%	3%	1%	-4%	37	i	-1%[9.22 µM]	14%
O=[N+]([O-])c1cc2c(c(CSc3nnc4ccccn34)c1)OCOC2	23%	13%	-1%	-5%	10%	9	i	-11%	1%
CCc1cccc2c(C(=S)N3CCOCC3)c[nH]c12	20%	23%	2%	8%	11%	-19	?	7%	13%
CCOc1ccc(S(=O)(=O)N2CCCCC2)cc1NC(=O)C1COc2ccccc2O1 (configuration not stated)	0%	-1%	5%	2%	0%	-8	i	5%	/
N#Cc1c(C(F)(F)F)cc(-c2cccs2)nc1SCC(=O)O	6%	-5%	0%	/	0%	0	i	-3%	7%
O=C1C(=O)c2c(C(=O)c3ccccc3)coc2-c2ccccc21	13µM*	?	21µM*	?	0%	?	/	?	?
COc1cccc(-n2nnc3c(=O)n(Cc4ccccc4Cl)cnc32)c1	3%	19%	-2%	8%	3%	0	i	-7%	1%
O=C(COC(=O)/C=C/c1cccc([N+](=O)[O-])c1)NCc1ccc2c(c1)OCO2	-2%	19%	-1%	-5%	?	13	i	-1%	?
COC(=O)c1ccc(CSc2nc3ccc(S(N)(=O)=O)cc3[nH]2)cc1	-26%	-2%	4%	14%	5%	-101*	i	-1%	20%
CC(C)Cn1c(=O)c2ccccc2n2c(-c3cccc(Cl)c3)nnc12	-28%	/	/	2%	/	/	i	/	3%
CC(NC(=O)c1ccccc1)C(c1cccs1)N1CCOCC1 (configuration not stated)	5%	10%	-5%	-13%	8%	1	i	-1%	-4%
COc1ccc(CCNC(=O)c2c(C)oc3ncn(CC(C)C)c(=O)c23)cc1OC	-5%	/	/	-7%	/	/	?	/	5%
c1ccc(C2CC(c3ccccc3)n3ncnc3N2)cc1 (configuration not stated)	1%	0%	0%	0%	-2%	16	i	-1%	6%
O=C(NC1CCCC1)C(c1ccccc1)N(Cc1ccc2c(c1)OCO2)C(=O)Cc1cccs1 (configuration not stated)	3%	-19%	?	-4%	-20%	-24	i	26%	?
CCc1ccccc1NC(=O)C1CCCN1S(=O)(=O)c1ccc(-c2ccc(=O)[nH]n2)s1 (configuration not stated)	-7%	-1%	-1%	-6%	0%	33	i	-28%	-6%
Nc1nc(N)c(N=O)c(Nc2ccc(Cl)c(Cl)c2)n1	/	?	/	-16%	?	-7	i	/	8%
CCCOc1ccc(N2C(=O)CC(NNC(=O)c3ccc(COc4ccccc4)o3)C2=O)cc1 (configuration not stated)	-58%	-16%	30%	-9%	-29%	-2	i	-31%[inhibitor]	?
O=C(Nc1ccccc1C(=O)Nc1nnc(C(F)(F)F)s1)c1ccccc1	-43%	4.6µM*	?	?	3.3µM*	/	?	-57%[inhibitor]	?
